Screening data from PubChem.
ERAP1 HTS inh: blocks human ERAP1 aminopeptidase activity; Q9NZ08; recombinant ERAP1, Leu-AMC fluorescence, 60 min; inhibition, % at 10.7 µM; 340,000 tested, 0.15% active; AID 652197;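 active = mean replicate inhibition of at least 30%, or all replicates individually reaching that 30% level; inactive = mean below 30% and not every replicate reaching it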;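 also: 0% = neutral control wells and 100% = L-leucinethiol positive control wells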
Target sequence (Q9NZ08 whole entry, looked up): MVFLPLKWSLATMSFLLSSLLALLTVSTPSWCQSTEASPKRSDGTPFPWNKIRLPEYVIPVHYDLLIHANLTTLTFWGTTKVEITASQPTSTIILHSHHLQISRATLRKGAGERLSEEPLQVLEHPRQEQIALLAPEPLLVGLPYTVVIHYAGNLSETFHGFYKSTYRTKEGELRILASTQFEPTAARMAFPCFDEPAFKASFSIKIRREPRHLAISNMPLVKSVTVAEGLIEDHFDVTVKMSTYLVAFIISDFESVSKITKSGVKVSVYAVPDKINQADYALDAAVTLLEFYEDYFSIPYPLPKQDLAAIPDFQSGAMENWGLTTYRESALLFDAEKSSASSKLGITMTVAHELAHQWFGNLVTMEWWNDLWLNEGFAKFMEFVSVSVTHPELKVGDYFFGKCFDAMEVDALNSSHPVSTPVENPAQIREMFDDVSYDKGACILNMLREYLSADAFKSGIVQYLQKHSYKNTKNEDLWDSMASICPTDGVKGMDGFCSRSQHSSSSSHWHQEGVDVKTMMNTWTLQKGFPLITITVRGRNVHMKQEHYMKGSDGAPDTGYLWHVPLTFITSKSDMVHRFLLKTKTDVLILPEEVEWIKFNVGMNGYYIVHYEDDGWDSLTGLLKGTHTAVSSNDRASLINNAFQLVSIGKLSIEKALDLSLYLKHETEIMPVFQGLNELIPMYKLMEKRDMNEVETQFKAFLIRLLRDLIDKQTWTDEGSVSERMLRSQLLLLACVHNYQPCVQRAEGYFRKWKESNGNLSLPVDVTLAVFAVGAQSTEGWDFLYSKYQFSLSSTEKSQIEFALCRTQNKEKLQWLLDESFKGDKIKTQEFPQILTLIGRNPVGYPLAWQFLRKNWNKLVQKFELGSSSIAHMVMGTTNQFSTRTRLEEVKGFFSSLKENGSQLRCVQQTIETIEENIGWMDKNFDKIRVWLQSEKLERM
C2C12 statin: suppressors of simvastatin-induced myotoxicity in C2C12 myotubes; 330,000 tested, 0.78% active; rescue of ATP level, % at 7.49 µM; ATP luminescence, 48 h; scaled: DMSO 0, geranylgeraniol control 100;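 active = mean ATP rescue above about 67%, or every replicate alone reaching that limit, limit read from the data, passing the limit was not always enough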;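 also: myotubes were challenged with 10 µM simvastatin during compound exposure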
SIRT5 block: sirtuin-5 (human) deacylase inhibition; Q9NXA8; Purified SirT5, succinyl-peptide AMC, trypsin-coupled fluorescence; inhibition, % at 15 µM; 330,000 tested, 1.1% active; AID 652115; in the data active = inhibition above about 15%
LGR2 inh: inhibitors of bursicon-induced Drosophila LGR2 receptor cAMP signaling; AID 720647; HEK293 LGR2, CRE-luciferase, bursicon-stimulated, 4 h; inhibition, % at 9.99 µM; 380,000 tested, 0.35% active;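 active = drop in luminescence signal, shown as inhibition above about 50% in the replicate tests, limit read from the data, passing the limit was not always enough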;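 also: agonist challenge used bursicon conditioned medium at about half maximal strength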
S100A4 MyoIIA: S100A4-myosin IIA interaction inhibition; P26447; S100A4/TAMRA-MyoIIA peptide fluorescence polarization; inhibition, % at 10.7 µM; 360,000 tested, 0.14% active; AID 652163;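 active = mean inhibition of at least 70% across replicates, with every replicate also reaching that level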
Target sequence (P26447 whole entry, looked up): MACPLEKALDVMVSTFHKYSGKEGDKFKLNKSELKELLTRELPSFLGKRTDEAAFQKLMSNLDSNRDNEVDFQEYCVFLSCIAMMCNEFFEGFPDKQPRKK
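assay system = human S100A4 monomer with TAMRA-labelled myosin IIA peptide | also added = labelled myosin peptide probe, 5 nM | incubation = 5 min between mix addition and reading | control set = DMSO and TFP controls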
PGC1a acetyl inh: modulators of PGC1a acetylation | U2OS PGC1a acetylation, AlphaScreen anti-acetyl-lysine; with virally co-expressed GCN5 acetyltransferase | inhibition, % at 15.6 µM | 350,000 tested, 0.17% active | AID 651687;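 active = every replicate shows inhibition of at least 40%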;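 also: 0% = neutral control wells and 100% = positive control wells; some results beyond the cut were filed as inactive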
XiGFP reactiv: X-chromosome reactivation activator | XiGFP mouse fibroblasts, % GFP-positive cells imaging, 3 d; cells co-treated with 5-aza-dC sensitizer; scaled so ellipticine positive control = 100% | activation, % at 7.58 µM | 360,000 tested, 0.055% active | AID 743238;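 active = mean normalized replicate activation at least 10% and every replicate at or above 10%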;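 also: 0% = median of on-plate neutral control wells and 100% = ellipticine 6 µM median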
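Assay system – SV40-immortalized XiGFP fibroblast cells, line 68-5-11 · Buffer or medium – DMEM supplemented with 5-aza-dC as sensitizing agent · Dosing – one concentration, pinned · Benchmarks – positive control ellipticine, 6 µM final · Times – 3 days compound exposure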
Cneo AK release: causes C. neoformans cell lysis | adenylate kinase release luminescence, 4 h; normalised: neutral wells 0, clomiphene wells 100 | lysis activity, % at 15 µM | 360,000 tested, 0.2% active;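 active = mean lysis activity across replicates of at least 80%, whatever share of replicates individually reach that level; inactive = mean lysis activity below 80%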
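Material: C. neoformans cells | Amount: Yeast cell density of 5 × 10^6 cells/mL | Medium: Fresh YPD growth medium | Dosing: Single dose | Times: Static 4 h at 37 °C with compound, 1 h detection | Detection: AK luminescence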
* hit, by the source's call; . = not tested or not shown; & = joins results of further samples. Some of the compounds tested; the hit share may differ from the screen's.

SMILES	ERAP1 HTS inh	C2C12 statin	SIRT5 block	LGR2 inh	S100A4 MyoIIA	PGC1a acetyl inh	XiGFP reactiv	Cneo AK release
N#CC1=C2SCN(Cc3ccccc3)CN2C(=O)CC1c1ccc2c(c1)OCO2 (configuration not stated)	4	7	-4	1	2	8	.	.
COc1ccc(N2CCN(S(=O)(=O)CCNC(=O)c3ccco3)CC2)cc1	1	-1	1	4	-1	.	0.1	-1
O=C(Nc1ccccc1)c1ccc(=O)n(Cc2cccc(Cl)c2)c1	2	.	-1	14	-2	1	0.0	.
O=C1c2ccc3c4c(ccc(c24)C(=O)N1c1cccc(O)c1)CC3	3	0	-2	-25	6	.	0.0	-2
Cc1cc(C)n(CC(=O)NNC(=O)c2ccc(NC(=O)CC#N)cc2)n1	-7	10	-4	-3	-3	6	1.0	-1
COc1ccc(S(=O)(=O)Nc2cccc3c2O[C@H](CN(C)C)[C@H](C)CN([C@H](C)CO)C3=O)cc1	-3	12	1	-6	4	6	-0.9	-2
Cc1ccccc1CS(=O)(=O)Cc1ccc(C(=O)NCC2CCCO2)o1 (configuration not stated)	-1	.	-2	-4	-9	.	-0.1	.
CCc1ccccc1NCC(=O)Nc1ccc(Cl)c(C(F)(F)F)c1	2	-14	-1	41	-1	-11	0.4	3
O=C(C[C@@H]1CC[C@@H]2[C@H](COC[C@H](O)CN2CCC(F)(F)F)O1)NCc1ccc2c(c1)OCO2	-5&-2	5	4	-9&5	-5&-1	-8	0.0&-0.1	-1
Cn1c(C(=O)NCCCN2CCCC2=O)cc2c(=O)n(C)c3ccccc3c21	-1	10	-1	-23	-1	.	0.0	-1
O=C(NCCN1CCOCC1)c1ccc(CS(=O)(=O)c2ccc(Br)cc2)o1	.	10	.	-14	-3	-11	0.3	2
Cc1cc(NC(=O)CSc2nnc(-c3cccnc3)n2N)no1	.	4	.	6	.	-1	.	2
NC(=O)NC(=O)COC(=O)c1cccc(S(=O)(=O)N2CCCCCC2)c1	.	-2	-1	0	-2	-1	-0.2	.
O=[N+]([O-])c1ccccc1-c1cc(-c2cc(Cl)ccc2O)n[nH]1	.	.	.	-17	.	-15	0.5	9
COc1ccccc1CC(=O)Nc1ccc(NC(=O)c2cccs2)cc1	-3	-50	3	-15	-4	.	0.0	8
O=C(C[C@H]1CC[C@@H]2[C@H](COC[C@H](O)CN2S(=O)(=O)c2cccc(F)c2)O1)Nc1ccc(-c2ccccc2)cc1	-1	-24	7	10	-3	-11	0.2	-2
CCOC(=O)C(C)N1C(=O)S/C(=C\c2ccc(-c3ccccc3C(=O)O)o2)C1=O (configuration not stated)	8	2	8	7	-15	1	0.1	-3
COc1ccc(CN(C)C[C@H]2Oc3c(NC(=O)Nc4ccc(F)cc4)cccc3C(=O)N([C@H](C)CO)C[C@@H]2C)cc1	-1	-27	-1	-21	-2	-17	-0.2	-1
Cc1cccc(N2CC(C(=O)Nc3ccccc3N3CCOCC3)CC2=O)c1C (configuration not stated)	1	-2	.	-5	-2	-2	0.0	1
CCOc1cccc(/C=N/N2C(=O)CSC2=S)c1O	1	.	0	-28	-8	.	0.0	.
Cc1cccnc1NC(=S)NC(=O)c1cccs1	4	-14	-3	-32	3	2	.	-13
COc1ccccc1S(=O)(=O)N1CC[C@@H]2[C@H](CO)Nc3ccc(-c4ccc(C#N)cc4)cc3[C@@H]21	0	-18	-3	19	0	-4	0.1	-8
O=C(NCCCCc1ccccc1)c1cccc(NC(=O)C2CCCC2)c1	.	4	.	9	1	-2	0.0	1
CC(C)C[C@H]1CNC(=S)N1CC1CCCN1C[C@H](CC(C)C)N1C[C@H](CC(C)C)N(CCc2ccccc2)C1=S (some centres not stated)	.	4	1	6	-4	6	0.0	-1
Cc1ccc(NC(=O)c2ccc(Cl)cc2Cl)cc1O	.	.	-2	-78	-6	6	.	-4

An excerpt of the results above, for reference:
SMILES	ERAP1 HTS inh	C2C12 statin	SIRT5 block	LGR2 inh	S100A4 MyoIIA	PGC1a acetyl inh	XiGFP reactiv	Cneo AK release
N#CC1=C2SCN(Cc3ccccc3)CN2C(=O)CC1c1ccc2c(c1)OCO2 (configuration not stated)	4	7	-4	1	2	8	.	.
COc1ccc(N2CCN(S(=O)(=O)CCNC(=O)c3ccco3)CC2)cc1	1	-1	1	4	-1	.	0.1	-1
O=C(Nc1ccccc1)c1ccc(=O)n(Cc2cccc(Cl)c2)c1	2	.	-1	14	-2	1	0.0	.
O=C1c2ccc3c4c(ccc(c24)C(=O)N1c1cccc(O)c1)CC3	3	0	-2	-25	6	.	0.0	-2
Cc1cc(C)n(CC(=O)NNC(=O)c2ccc(NC(=O)CC#N)cc2)n1	-7	10	-4	-3	-3	6	1.0	-1
COc1ccc(S(=O)(=O)Nc2cccc3c2O[C@H](CN(C)C)[C@H](C)CN([C@H](C)CO)C3=O)cc1	-3	12	1	-6	4	6	-0.9	-2
Cc1ccccc1CS(=O)(=O)Cc1ccc(C(=O)NCC2CCCO2)o1 (configuration not stated)	-1	.	-2	-4	-9	.	-0.1	.
CCc1ccccc1NCC(=O)Nc1ccc(Cl)c(C(F)(F)F)c1	2	-14	-1	41	-1	-11	0.4	3
O=C(C[C@@H]1CC[C@@H]2[C@H](COC[C@H](O)CN2CCC(F)(F)F)O1)NCc1ccc2c(c1)OCO2	-5&-2	5	4	-9&5	-5&-1	-8	0.0&-0.1	-1

The results go on:
SMILES	ERAP1 HTS inh	C2C12 statin	SIRT5 block	LGR2 inh	S100A4 MyoIIA	PGC1a acetyl inh	XiGFP reactiv	Cneo AK release
CCC(C)(C)NC(=O)C(c1ccc(OC)cc1)N(C(=O)CCC(=O)Nc1cc(C)on1)c1cc(OC)ccc1OC (configuration not stated)	10	-43	5	2	2	-1	-0.1	3
C[C@@H]1CCCCO[C@H](CN(C)S(=O)(=O)c2cccs2)[C@H](C)CN([C@H](C)CO)C(=O)c2cc(NS(=O)(=O)c3ccc(Cl)cc3)ccc2O1	-1	.	0	12	-24	-26	-0.1	45
Cc1nc2c(Br)c(C)nn2c2c1CCC2	-2	.	-2	1	2	.	-0.1	.
O=C(NC[C@H]1[C@@H](c2ccccc2)[C@@H](CO)N1CC1CCCC1)c1ccncc1	.	19	-3	1	-2	1	0.1	3
O=C(NCC(=O)N1CCCCCC1)c1ccc(OC(F)F)cc1	1	8	-5	-8	2	.	0.0	2
COc1ccc(-n2nc(C(=O)NCC(=O)N3CCN(C)CC3)c3ccccc3c2=O)cc1	1	3	-2	-13	-4	.	0.0	-3
O=C(CCCN1C(=O)S/C(=C\C=C\c2ccccc2)C1=O)Nc1ccc(C(=O)O)cc1	7	3	8	-18	-2	0	0.0	0
O=C(NC(c1ccccc1)c1ccsc1)C1CCN(Cc2ccccc2)CC1 (configuration not stated)	1	7	.	2	-5	.	-0.1	1
CN(C)C(=O)[C@@H]1[C@@H](CO)[C@@H]2Cn3c(cccc3=O)[C@@H]2N1CCc1ccccc1	4	5	0	2	5	-9	0.6	1
O=C(NCCS(=O)(=O)NCc1ccccc1Cl)c1ccc2c(c1)OCO2	0	5	1	0	-7	.	0.5	3
CNC(=O)C[C@H]1CC[C@H]2[C@@H](COc3ccc(NC(=O)Cc4cccs4)cc3C(=O)N2C)O1	.	6	.	19	.	-3	0.0	-2
CCN(CC(=O)Nc1cc(Cl)cc(Cl)c1)CC(=O)NC1CCS(=O)(=O)C1 (configuration not stated)	-7	15	-3	-12	-4	.	0.0	-1
CCCCNC(=S)Nc1ccc(Cl)cc1	3	.	3	11	15	.	-0.1	.
O=C(CCNS(=O)(=O)c1ccc(Br)cc1)NC1CCCCC1	3	-6	-1	30	-38	-13	0.4	-2
CCN1C(=O)c2ccccc2Sc2ccc(C(=O)NC(C)C)cc21	3	4	-5	2	2	-14	0.0	-1
C/C=C/c1ccc2c(c1)O[C@H](CN(C)C(=O)c1ccccc1)[C@H](C)CN([C@H](C)CO)S2(=O)=O	0	-15	-3	13	-3	-22	-0.7	-1
O=C(Cn1cnc([N+](=O)[O-])c1)c1ccc(F)cc1	5	8	1	-2	-4	-8	0.0	1
COc1ccc(-c2ccccc2[C@@H]2[C@@H](C#N)N(C(=O)NC(C)C)[C@H]2CO)cc1	-1	.	5	5	-1	0	0.0	.
CCCNC(=O)C[C@@H]1CC[C@H]2[C@@H](COC[C@H](O)CN2C(=O)Nc2cccc(Cl)c2)O1	-7	-7	2	-8	-21	3	0.4	-2
Cc1ccc(S(=O)(=O)NC(CC(C)C)C(=O)N2CCN(C/C=C/c3ccccc3)CC2)cc1 (configuration not stated)	3	0	-2	14	1	.	0.0	-1
Cc1[nH]c2ccccc2c1C1=CC(=O)C=CC1=O	78*	-44	-3	17	3	-20	2.0	0
O=C(Nc1cc(Cl)ccc1N1CCOCC1)c1ccc(=O)[nH]c1	-1	7	.	-16	1	-5	0.0	1
O=C(Cn1nnc(-c2ccccc2)n1)NNC(=O)c1ccc(Br)cc1	3	-1	-2	-53	1	8	0.1	.
CCOc1ccc2nc(S(=O)(=O)NC(=O)C3(C)CCN3C(=O)CCc3cccs3)sc2c1 (configuration not stated)	-1	-9	-3	-18	2	.	0.0	0
Cc1ccc(C)c(OCCC(=O)OCC(=O)Nc2cccnc2Cl)c1	1	.	3	10	0	-6	0.0	0
Other compounds:
SMILES	ERAP1 HTS inh	C2C12 statin	SIRT5 block	LGR2 inh	S100A4 MyoIIA	PGC1a acetyl inh	XiGFP reactiv	Cneo AK release
CCN1CCN(C(=O)c2[nH]c3ccc(OC)cc3c2C)CC1	-3	-11	-4	-4	12	4	0.2	0
N#Cc1ccsc1NC(=O)CN(Cc1ccccc1)Cc1ccccc1	.	9	.	5	.	-4	0.0	0
Cc1cc2nc(-c3ccco3)c(Cc3ccccc3C(F)(F)F)n2c(C)c1Br	1	.	2	2	-5	.	-0.1	.
O=C(NN1CCOCC1)c1ccc(Cl)cc1[N+](=O)[O-]	2	.	-2	28	-4	-5	0.3	6
N#CCOc1nc(N2CCCCC2)nc(N2CCCCC2)n1	-7	35	-4	-6	0	1	0.0	-1
CN(CC(=O)Nc1ccc(F)cc1)C(=O)c1ccc(OCc2ccccc2)cc1	0	6	-5	-4	2	-10	-0.1	0
O=C(NC(=S)N1CCN(c2ccc(O)cc2)CC1)c1cccs1	0	-1	2	-9	-5	8	-0.3	1
Cc1oc(CC(C)C)cc1C(=O)NCCCC(=O)O	-3	.	1	12	8	.	0.2	.
COc1ccc(C#Cc2ccc([C@H]3[C@@H](CO)N4CCCCN(C(=O)Nc5ccccc5F)C[C@H]34)cc2)cc1	-4	9	-3	3	12	-20	0.0	-2
COc1ccc(/C=N/NC(=O)c2ccc(Br)cc2)c(OC)c1	-2	1	.	3	7	13	0.0	8
CCN(CC)S(=O)(=O)c1ccc2[nH]cc(C(=O)NCCN3CCCCC3C)c(=O)c2c1 (configuration not stated)	.	-42	.	-1	.	-6	.	-6
CN(C)Cc1cc(CCNC(=O)c2ccc(Cl)cc2)ccc1O	.	-9	.	5	.	-4	.	2
Cc1ccsc1C1C(C#N)=C(N)N(N(C)C)C2=C1C(=O)CC(C)(C)C2 (configuration not stated)	-2	1	-5	-6	-4	-1	-0.1	-1
CCCSc1nc2cc(OC)c(OC)cc2c(=N)n1CCCN1CCOCC1	0	.	.	-4	1	.	0.4	.
CC(OC(=O)Cc1c[nH]c2ccccc12)C(=O)NC1CCCCC1C (configuration not stated)	0	-8	-1	12	-4	-11	-0.1	-1
COc1ccc(-c2nnc(SCC(=O)NC3CCCc4ccccc43)n2N)cc1 (configuration not stated)	0	0	-4	0	-2	.	-0.1	.
COc1ccc(NC(=O)c2nc[nH]c2C(=O)N2CCC(C)CC2)cc1	-2	2	.	-19	-1	3	0.0	-2
